Gal4-VP16 FLuc – VP16 counterscreen qHTS for inhibitors of ROR gamma transcriptional activity | Drosophila S2 Gal4-VP16 UAS-luciferase, luminescence, 20 h | Potency, µM (series often up to 53.6 µM), inactives show at the top dose activity, negative = inhibition, most hits filed as inhibitors | 3.5% of 310,000 active | AID 2546, 2010;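 also: Gal4-VP16 expression switched on by copper sulfate through the metallothionein promoter; % is scaled to controls: 0 for no effect and ±100 for the full control effect; nearly all actives have a fitted effect of over 50% in size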
Rab9 prom act – qHTS Assay for Rab9 Promoter Activators. Huh7 Rab9 promoter-luciferase reporter, luminescence, 24 h. Potency, µM (doses to about 9.22 µM), without a hit: at the highest dose activation, negative = inhibition, usual class: activators. 2.8% of 320,000 active; also: % of control where 0% means no effect; nearly all actives have a fitted effect of over 60% in size
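Luciferase signal after 10 min detection reagent at ambient indicates Rab9 promoter upregulation; stably transfected Huh7 cells were treated 24 h with compound in DMSO at 37 °C, 5% CO2.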
p53 reactivator – qHTS assay for re-activators of p53 using a Luc reporter; H1299 p53-A138V BP100-luciferase reporter, luminescence, 24 h; Potency, µM (titrated, usually from 92.2 µM), for the others: at the highest dose activity change, positive = activation, usual class: activators; 0.063% of 320,000 active; AID 504706, 2011; also: % of control where 0% means no effect; nearly all actives have a fitted effect of over 45% in size
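p53-null H1299 cells stably carrying temperature-sensitive p53-A138V and a BP100-luciferase reporter were pinned with compounds (4-point, 1:5 series) and held 24 hrs at 37 deg C. Luminescence was read 10 min after detection reagent.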
uPA generation – qHTS for Inhibitors of Cell Surface uPA Generation; cell surface uPA generation assay, qHTS; Potency, µM (series often up to 38.3 µM), without a hit: top-dose activity change, negative = inhibition, most hits filed as inhibitors; 0.31% of 330,000 active; active = well fitted inhibition curve with a large enough effect; inconclusive = small, poorly fitted or top-dose-only effect; inactive = no such curve, though single readings can be large or run the other way; tested in mouse RAW 264.7 cells; also: % is scaled to controls: 0 for no effect and ±100 for the full control effect; nearly all actives have a fitted effect of over 55% in size
FLuc counter – qHTS profiling assay for firefly luciferase inhibitor/activator using purifed enzyme and Km concentrations of substrates (counterscreen for miR-21 project); Potency, µM (doses to about 57.5 µM), for the others: at the top dose activity change, negative = inhibition, usual class: inhibitors; AID 588342, 2011; Luciferin 4-monooxygenase (Photinus pyralis), P08659; 6.9% of 360,000 active; purified FLuc, Km substrates, luminescence inhibition;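 also: plate controls were vehicle for no effect and reference inhibitor for full effect; nearly all actives have a fitted effect of over 55% in size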
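Biochemical qHTS of compounds, final roughly 60 µM downward over six points, against 10 nM purified firefly luciferase using Km concentrations of substrates (10 uM D-luciferin, 10 uM ATP) in Tris acetate pH 7.5 buffer; luminescence output.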
BRCA1 expr up – qHTS Assay to Identify Small Molecule Activators of BRCA1 Expression. AID 624202, 2012. MCF7-BRCA1-FFLuc reporter, luminescence, 48 h; response scale: scaled: vehicle 0%, 10 µM genistein 100%. Potency, µM (highest dose often 46.1 µM), without a hit: at the top dose activation, actives largely listed as activators. 1.1% of 380,000 active; also: nearly all actives have a fitted effect of over 80% in size; some results filed as inactive show a strong effect at the top dose
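Luminescence from a BRCA1-driven firefly luciferase in MCF7 cells was read after 48 h compound exposure at 37 C. Data normalized against DMSO and a 10microM genistein activation control, then curve-fitted across the titration.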
CXXC DNA block – qHTS Fluorescence Polarization Assay for Inhibitors of MLL CXXC domain - DNA interaction. Histone-lysine N-methyltransferase 2A (Homo sapiens), Q03164. MLL-CXXC / FITC-HOXA9 DNA fluorescence polarization. AID 2662, 2010. 0.037% of 290,000 active. Potency, µM (series often up to 115 µM), for the others: top-dose activity change, negative = inhibition, actives largely listed as inhibitors; active = well fitted inhibition curve with a large enough effect in the polarisation, with a control signal flat, not every such curve was filed as active; inconclusive = small, poorly fitted or top-dose-only effect, or effect the other way, or a change in a side signal; inactive = no such curve, though single readings can be large or run the other way; the % refers to the polarisation
Target sequence (Q03164 whole entry, looked up, the tested form may be a part): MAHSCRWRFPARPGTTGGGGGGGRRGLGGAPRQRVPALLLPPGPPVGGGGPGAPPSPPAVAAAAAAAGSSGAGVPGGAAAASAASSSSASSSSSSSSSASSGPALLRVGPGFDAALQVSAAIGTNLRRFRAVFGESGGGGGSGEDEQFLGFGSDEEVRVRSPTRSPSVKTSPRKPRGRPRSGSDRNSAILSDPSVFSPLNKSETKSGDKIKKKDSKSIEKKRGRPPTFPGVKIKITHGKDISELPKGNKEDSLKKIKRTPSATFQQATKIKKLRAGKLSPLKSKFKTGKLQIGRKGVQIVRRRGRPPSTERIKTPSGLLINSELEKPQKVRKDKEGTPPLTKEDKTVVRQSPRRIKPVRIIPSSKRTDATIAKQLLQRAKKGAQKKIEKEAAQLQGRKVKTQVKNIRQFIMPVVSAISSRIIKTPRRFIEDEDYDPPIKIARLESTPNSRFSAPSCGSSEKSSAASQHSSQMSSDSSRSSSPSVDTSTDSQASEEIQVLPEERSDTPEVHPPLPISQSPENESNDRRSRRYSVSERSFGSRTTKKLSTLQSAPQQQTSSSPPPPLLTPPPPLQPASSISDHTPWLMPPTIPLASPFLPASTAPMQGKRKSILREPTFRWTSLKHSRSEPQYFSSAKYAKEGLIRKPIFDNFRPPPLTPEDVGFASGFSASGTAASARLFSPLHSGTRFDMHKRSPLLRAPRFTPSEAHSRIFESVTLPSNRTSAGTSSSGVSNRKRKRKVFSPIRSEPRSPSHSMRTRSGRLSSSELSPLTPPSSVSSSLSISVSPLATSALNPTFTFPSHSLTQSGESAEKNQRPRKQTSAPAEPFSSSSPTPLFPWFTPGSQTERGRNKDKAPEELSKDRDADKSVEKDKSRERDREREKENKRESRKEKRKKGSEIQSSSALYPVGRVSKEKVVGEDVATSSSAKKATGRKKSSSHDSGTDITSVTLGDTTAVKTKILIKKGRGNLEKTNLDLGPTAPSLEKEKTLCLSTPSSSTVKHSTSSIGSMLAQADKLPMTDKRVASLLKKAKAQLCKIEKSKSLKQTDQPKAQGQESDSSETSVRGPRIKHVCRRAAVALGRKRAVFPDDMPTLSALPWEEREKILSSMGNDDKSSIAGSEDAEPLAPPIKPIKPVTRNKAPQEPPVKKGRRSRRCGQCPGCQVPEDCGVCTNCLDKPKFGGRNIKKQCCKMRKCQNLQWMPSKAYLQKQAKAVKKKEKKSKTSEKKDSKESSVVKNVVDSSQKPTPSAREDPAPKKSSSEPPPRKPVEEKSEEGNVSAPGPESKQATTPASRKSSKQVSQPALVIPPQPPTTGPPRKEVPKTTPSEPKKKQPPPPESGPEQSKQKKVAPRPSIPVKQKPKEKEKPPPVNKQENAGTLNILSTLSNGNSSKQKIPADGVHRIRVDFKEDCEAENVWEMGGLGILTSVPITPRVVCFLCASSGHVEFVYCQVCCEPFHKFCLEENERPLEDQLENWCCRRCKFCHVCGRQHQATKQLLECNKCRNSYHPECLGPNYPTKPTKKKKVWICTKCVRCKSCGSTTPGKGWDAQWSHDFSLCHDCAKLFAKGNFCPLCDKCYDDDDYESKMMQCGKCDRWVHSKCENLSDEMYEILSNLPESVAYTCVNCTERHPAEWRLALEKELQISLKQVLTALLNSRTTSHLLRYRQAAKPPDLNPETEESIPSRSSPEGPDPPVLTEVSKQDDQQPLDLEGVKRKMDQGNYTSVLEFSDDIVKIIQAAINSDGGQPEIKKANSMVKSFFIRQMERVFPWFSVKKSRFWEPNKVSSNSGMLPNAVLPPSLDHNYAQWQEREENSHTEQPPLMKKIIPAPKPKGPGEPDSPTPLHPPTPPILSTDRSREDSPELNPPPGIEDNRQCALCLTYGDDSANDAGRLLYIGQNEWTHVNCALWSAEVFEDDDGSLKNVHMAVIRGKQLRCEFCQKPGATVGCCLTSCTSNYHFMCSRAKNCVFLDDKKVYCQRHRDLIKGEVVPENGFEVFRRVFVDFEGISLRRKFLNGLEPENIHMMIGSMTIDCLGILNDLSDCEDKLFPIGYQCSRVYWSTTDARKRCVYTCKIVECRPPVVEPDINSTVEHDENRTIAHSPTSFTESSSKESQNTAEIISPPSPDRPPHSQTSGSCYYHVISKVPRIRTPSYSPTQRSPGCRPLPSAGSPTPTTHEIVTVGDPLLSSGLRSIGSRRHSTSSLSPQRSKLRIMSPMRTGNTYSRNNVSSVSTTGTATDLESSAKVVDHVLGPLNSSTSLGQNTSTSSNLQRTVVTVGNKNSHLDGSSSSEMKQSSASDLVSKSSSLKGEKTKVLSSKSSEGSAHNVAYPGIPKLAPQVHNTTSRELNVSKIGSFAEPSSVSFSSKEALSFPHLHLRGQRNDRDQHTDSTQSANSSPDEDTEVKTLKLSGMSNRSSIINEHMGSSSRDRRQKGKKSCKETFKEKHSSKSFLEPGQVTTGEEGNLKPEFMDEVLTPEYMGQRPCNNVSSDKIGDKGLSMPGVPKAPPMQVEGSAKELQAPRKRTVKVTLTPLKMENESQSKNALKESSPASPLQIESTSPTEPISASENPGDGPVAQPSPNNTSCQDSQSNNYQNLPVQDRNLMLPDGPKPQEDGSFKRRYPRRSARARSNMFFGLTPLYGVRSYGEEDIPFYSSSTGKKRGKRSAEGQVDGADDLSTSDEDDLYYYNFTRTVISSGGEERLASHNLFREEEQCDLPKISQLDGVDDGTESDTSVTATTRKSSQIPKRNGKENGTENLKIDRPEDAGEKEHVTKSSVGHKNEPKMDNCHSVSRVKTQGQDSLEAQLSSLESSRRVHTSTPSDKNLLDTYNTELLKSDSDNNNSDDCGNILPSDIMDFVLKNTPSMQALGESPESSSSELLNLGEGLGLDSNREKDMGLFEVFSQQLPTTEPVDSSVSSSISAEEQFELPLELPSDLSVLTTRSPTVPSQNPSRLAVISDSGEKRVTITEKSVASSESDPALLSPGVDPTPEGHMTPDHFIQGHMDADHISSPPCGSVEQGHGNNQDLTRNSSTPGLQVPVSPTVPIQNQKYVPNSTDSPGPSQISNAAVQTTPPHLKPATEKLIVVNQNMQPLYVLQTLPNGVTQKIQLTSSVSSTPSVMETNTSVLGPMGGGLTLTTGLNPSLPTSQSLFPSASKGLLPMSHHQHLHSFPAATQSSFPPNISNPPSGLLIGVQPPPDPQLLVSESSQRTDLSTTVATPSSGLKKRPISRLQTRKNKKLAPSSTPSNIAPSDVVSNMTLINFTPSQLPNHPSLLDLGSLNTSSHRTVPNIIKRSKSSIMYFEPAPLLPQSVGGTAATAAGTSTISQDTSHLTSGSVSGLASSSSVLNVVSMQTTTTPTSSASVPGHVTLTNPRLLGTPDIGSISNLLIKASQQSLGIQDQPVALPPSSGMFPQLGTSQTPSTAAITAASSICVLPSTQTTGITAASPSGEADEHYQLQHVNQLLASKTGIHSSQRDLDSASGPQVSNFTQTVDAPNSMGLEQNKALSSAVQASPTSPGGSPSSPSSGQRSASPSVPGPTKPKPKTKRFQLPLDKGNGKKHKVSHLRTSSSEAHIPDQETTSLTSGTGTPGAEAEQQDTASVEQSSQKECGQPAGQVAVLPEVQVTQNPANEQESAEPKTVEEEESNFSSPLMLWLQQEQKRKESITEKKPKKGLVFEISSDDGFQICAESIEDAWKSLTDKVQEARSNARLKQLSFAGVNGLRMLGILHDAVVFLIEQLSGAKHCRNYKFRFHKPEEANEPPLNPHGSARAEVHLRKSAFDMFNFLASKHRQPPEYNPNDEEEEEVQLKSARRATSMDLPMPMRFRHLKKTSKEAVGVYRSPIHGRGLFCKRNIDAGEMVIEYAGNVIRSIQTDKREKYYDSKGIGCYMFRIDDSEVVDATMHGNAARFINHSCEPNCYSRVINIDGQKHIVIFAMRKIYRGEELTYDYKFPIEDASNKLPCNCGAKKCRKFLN
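Purified MLL-CXXC (added from a 7 uM solution) was preincubated 5 min at ambient with pinned compounds in 50 mM Tris-HCl pH 7.5, 50 mM NaCl, 1 mM DTT, 0.05% BSA. Fluorescein-labeled HOX-A9 DNA (50 nM solution) followed, 30 min, then polarization read.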
MBNL1 CUG block – qHTS Assay for Inhibitors of MBNL1-poly(CUG) RNA binding; Muscleblind-like protein 1 (Homo sapiens), Q9NR56; TR-FRET MBNL1-His/biotin-(CUG)12 binding, 665/545 ratio; Potency, µM (series often up to 57.5 µM), for the others: top-dose activity change, negative = inhibition, hits mostly inhibitors; 0.036% of 280,000 active; AID 2675, 2010; active = well fitted inhibition curve with a large enough effect in the signal ratio, with a control signal flat, not every such curve was filed as active; inconclusive = small, poorly fitted or top-dose-only effect, or effect the other way, or a change in a side signal; inactive = no such curve, though single readings can be large or run the other way; the % refers to the signal ratio; also: % is scaled to controls: 0 for no effect and ±100 for the full control effect
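His-tagged MBNL1 binding to biotinylated (CUG)12 RNA was measured by TR-FRET using terbium anti-His antibody (0.055 ng/ul final) and streptavidin-XL665 (5 nM final). Compounds were titrated 92 nM to 58 uM; 60 min at room temperature.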
ELG1 genotox – qHTS screen for small molecules that induce genotoxicity in human embryonic kidney (HEK293T) cells expressing luciferase-tagged ELG1. AID 504466, 2011. 1.3% of 330,000 active. Potency, µM (series often up to 46 µM), without a hit: at the highest dose activity change, positive = activation, hits mostly activators. HEK293T ELG1-luciferase reporter, luminescence, 16 h; also: % of control where 0% means no effect; nearly all actives have a fitted effect of over 60% in size
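Step 1: seed 2,000 HEK293T ELG1-luciferase cells per well. Step 2: add compound or DMSO, incubate 16 hr at 37 °C. Step 3: ONE-Glo, 30 min at room temperature, read luminescence.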
RORgamma inh – qHTS for inhibitors of ROR gamma transcriptional activity; Nuclear receptor ROR-gamma (Mus musculus), P51450; Drosophila S2 Gal4-RORgamma UAS-luciferase reporter, 20 h; Potency, µM (top dose mostly 53.6 µM), inactives show at the highest dose activity change, negative = inhibition, hits mostly inhibitors; 5.4% of 310,000 active; also: % is scaled to controls: 0 for no effect and ±100 for the full control effect; nearly all actives have a fitted effect of over 60% in size
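Using a luciferase readout, inhibitors were identified by reduced reporter activity in Drosophila cells coexpressing a copper-inducible Gal4–ROR gamma fusion and UAS-driven Photinus luciferase, incubated 20 hr after 700 uM copper sulfate.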
NPC1 promoter act – qHTS Assay for NPC1 Promoter Activators; Potency, µM (titrated, usually from 9.22 µM), for the others: at the top dose activation, hits mostly activators; 2.4% of 320,000 active; Huh7 NPC1 promoter luciferase reporter, 24 h;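 also: % of control where 0% means no effect; nearly all actives have a fitted effect of over 60% in size; reporter is driven by a mutant NPC1 promoter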
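Quantitative HTS used a cell-based reporter: Huh7 cells stably bearing the NPC1 promoter upstream of luciferase were treated with compounds for 24 h, and promoter activation was read as luminescence.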
* = called active by the depositor; [ ] = dose if it differs, or a comment. Unless noted, calls follow the shape of the dose curve; as a rule, active = well fitted curve in the direction sought with a large enough effect; inconclusive = small, poorly fitted or top-dose-only effect, or another doubt; inactive = no such curve, though single readings can be large; an effect the other way counts as inactive or inconclusive. Potency is read from the fitted curve at half-maximal effect.

Results for CCN(CC)S(=O)(=O)c1cccc(NN=c2c(=O)c3ccccc3c2=O)c1 ?
Gal4-VP16 FLuc: -21%; Rab9 prom act: 1%; p53 reactivator: -3%; uPA generation: 1%; FLuc counter: -19%; BRCA1 expr up: -24%; CXXC DNA block: -20%; MBNL1 CUG block: 13%; ELG1 genotox: 7%; RORgamma inh: 6%; NPC1 promoter act: 6%

Results for O=C(COC(=O)c1cc([N+](=O)[O-])ccc1N1CCOCC1)c1ccc(OC(F)F)cc1OC(F)F ?
Rab9 prom act: 2%; p53 reactivator: -5%; uPA generation: -16%; FLuc counter: 1%; BRCA1 expr up: -44%; ELG1 genotox: 0%; NPC1 promoter act: -4%

What do the screens show for `CC(=O)N1N=C(c2ccc(NS(C)(=O)=O)cc2)CC1c1ccc2nccnc2c1` (stereo not given)?
Gal4-VP16 FLuc: 4%; Rab9 prom act: 10%; p53 reactivator: -1%; uPA generation: 0%; FLuc counter: 0%; BRCA1 expr up: -43%; CXXC DNA block: -2%; MBNL1 CUG block: 14%; ELG1 genotox: -2%; RORgamma inh: -6%; NPC1 promoter act: -2%

How did O=c1[nH]c(Cc2ccccn2)nc2scc(-c3ccc(Cl)cc3)c12 do in these assays?
Gal4-VP16 FLuc: inconclusive; Rab9 prom act: -5%; p53 reactivator: 4%; uPA generation: -1%; FLuc counter: 1%; BRCA1 expr up: 11%; CXXC DNA block: 3%; MBNL1 CUG block: inconclusive; ELG1 genotox: -7%; RORgamma inh: 5.6µM*; NPC1 promoter act: -9%

Results for Cc1ccc(C)c(CN2C(=O)C(C)Oc3ccc(C)cc32)c1 (stereo not given) ?
Gal4-VP16 FLuc: -3%; Rab9 prom act: -2%; p53 reactivator: -7%; FLuc counter: 4%; BRCA1 expr up: -1%; CXXC DNA block: -4%; MBNL1 CUG block: 6%; ELG1 genotox: -5%; RORgamma inh: -1%; NPC1 promoter act: 2%

How did CC(C)OCCCNC(=O)CCc1nc(-c2ccccc2)no1 do in these assays?
Gal4-VP16 FLuc: -6%; Rab9 prom act: 2%; p53 reactivator: -6%; uPA generation: -1%; FLuc counter: -2%; BRCA1 expr up: 0%; CXXC DNA block: 2%; MBNL1 CUG block: 3%; ELG1 genotox: 1%; RORgamma inh: -2%; NPC1 promoter act: -2%

How did Cc1nn(Cc2ccc(Cl)cc2Cl)c(C)c1NC(=O)c1ccc(COc2cc(Cl)ccc2Cl)o1 do in these assays?
Gal4-VP16 FLuc: -1%; Rab9 prom act: -8%; p53 reactivator: -3%; uPA generation: -8%; FLuc counter: -4%; BRCA1 expr up: -24%; CXXC DNA block: 4%; MBNL1 CUG block: -10%; ELG1 genotox: -9%; RORgamma inh: 44%; NPC1 promoter act: -3%

Results for CC(=O)N1c2ccc(S(=O)(=O)N3CCC(C(=O)NCc4ccc(C)cc4)CC3)cc2CC1C (stereo not given) ?
Gal4-VP16 FLuc: 4%; Rab9 prom act: -1%; p53 reactivator: -5%; uPA generation: -1%; FLuc counter: -1%; BRCA1 expr up: 1%; CXXC DNA block: -5%; MBNL1 CUG block: -3%; ELG1 genotox: -4%; RORgamma inh: 12%; NPC1 promoter act: -4%

Results for O=C(Nc1cc(-c2ccccc2)nn1-c1ccccc1)c1ccccc1F ?
Rab9 prom act: -3%; p53 reactivator: -3%; uPA generation: 13%; FLuc counter: inconclusive; BRCA1 expr up: 0%; ELG1 genotox: -14%; NPC1 promoter act: -1%

How did O=C(COc1ccc([N+](=O)[O-])cc1)Nc1ccc(N2CCN(C(=O)c3ccco3)CC2)cc1 do in these assays?
Gal4-VP16 FLuc: -15%; Rab9 prom act: -2%; p53 reactivator: 3%; uPA generation: 3%; FLuc counter: -2%; BRCA1 expr up: -17%; CXXC DNA block: -3%; MBNL1 CUG block: -6%; ELG1 genotox: 0%; RORgamma inh: 23%; NPC1 promoter act: -33%[inhibitor]

How did CCN(CC)C(=O)COc1cc(C)cc2oc(=O)cc(-c3ccccc3)c12 do in these assays?
Gal4-VP16 FLuc: 2%; Rab9 prom act: -17%; p53 reactivator: -5%; uPA generation: -3%; FLuc counter: 8%; BRCA1 expr up: -2%; CXXC DNA block: 6%; MBNL1 CUG block: inconclusive; ELG1 genotox: 0%; RORgamma inh: -1%; NPC1 promoter act: 1%

What do the screens show for `O=C(O)CSCC(=O)N1CCN(S(=O)(=O)c2cc(Cl)cc(Cl)c2)CC1`?
Gal4-VP16 FLuc: -2%; Rab9 prom act: -4%; p53 reactivator: -1%; uPA generation: 0%; FLuc counter: 2%; BRCA1 expr up: 9%; CXXC DNA block: 4%; MBNL1 CUG block: -4%; ELG1 genotox: -1%; RORgamma inh: -17%; NPC1 promoter act: -3%

Results for O=C(CSc1ncccn1)Nc1cccc2ccccc12 ?
Gal4-VP16 FLuc: 31%; Rab9 prom act: 14%; p53 reactivator: 9%; uPA generation: -3%; FLuc counter: -1%; BRCA1 expr up: 29%; CXXC DNA block: -1%; MBNL1 CUG block: 9%; ELG1 genotox: 6%; RORgamma inh: 8%; NPC1 promoter act: inconclusive

Results for COc1ccc(N(CC(=O)N/N=C/c2cc(Br)c(C)o2)S(=O)(=O)c2ccc(NC(C)=O)cc2)cc1 ?
Gal4-VP16 FLuc: -12%; Rab9 prom act: -11%; p53 reactivator: -4%; uPA generation: -6%; FLuc counter: 1%; BRCA1 expr up: -54%; CXXC DNA block: 1%; MBNL1 CUG block: inconclusive; ELG1 genotox: -6%; RORgamma inh: 14%; NPC1 promoter act: -3%

Results for CCN1CCN(c2cc(C)c3cc(NC(=S)N(CC)CC)ccc3n2)CC1 ?
Gal4-VP16 FLuc: 5%; Rab9 prom act: -25%; p53 reactivator: 18%; uPA generation: -2%; FLuc counter: -7%; BRCA1 expr up: -1%; CXXC DNA block: 1%; MBNL1 CUG block: -15%; ELG1 genotox: 3%; RORgamma inh: 0%; NPC1 promoter act: -3%

Results for CSc1nnc(-c2ccc([N+](=O)[O-])cc2)o1 ?
Gal4-VP16 FLuc: inconclusive; Rab9 prom act: 12%; p53 reactivator: 12%; uPA generation: -2%; FLuc counter: -3%; BRCA1 expr up: -6%; CXXC DNA block: 8%; MBNL1 CUG block: inconclusive; ELG1 genotox: 10%; RORgamma inh: 5%; NPC1 promoter act: -4%

How did Cc1nc2c(=O)n(C)c(=O)n(C)c2nc1Cl do in these assays?
Gal4-VP16 FLuc: 7.1µM*; Rab9 prom act: -25%; p53 reactivator: -24%; uPA generation: -22%; FLuc counter: 0%; BRCA1 expr up: -96%[inhibitor]; CXXC DNA block: 12%; MBNL1 CUG block: inconclusive; ELG1 genotox: -20%; RORgamma inh: inconclusive; NPC1 promoter act: -18%

Results for Cc1oc2cc(O)ccc2c(=O)c1-c1ccccc1 ?
Gal4-VP16 FLuc: -4%; Rab9 prom act: -3%; p53 reactivator: 0%; uPA generation: 3%; FLuc counter: -15%; BRCA1 expr up: 43%; CXXC DNA block: 3%; MBNL1 CUG block: -4%; ELG1 genotox: 11%; RORgamma inh: 10%; NPC1 promoter act: -2%

What do the screens show for `COc1ccccc1C(=O)NC(=O)COC(=O)CCOc1ccc(C)cc1`?
Rab9 prom act: 2%; p53 reactivator: -5%; uPA generation: -1%; FLuc counter: 0%; BRCA1 expr up: -3%; ELG1 genotox: -5%; NPC1 promoter act: 1%

Results for OCCNc1nc(Nc2cccc(O)c2)nc2ccccc12 ?
Gal4-VP16 FLuc: -13%; Rab9 prom act: 0%; p53 reactivator: -4%; uPA generation: 2%; FLuc counter: inconclusive; BRCA1 expr up: -1%; CXXC DNA block: -3%; MBNL1 CUG block: -10%; ELG1 genotox: -6%; RORgamma inh: -22%; NPC1 promoter act: 1%

How did CC(C)N(C(=O)Cn1cnc2cc([N+](=O)[O-])ccc2c1=O)C(C)C do in these assays?
Gal4-VP16 FLuc: 17%; Rab9 prom act: -1%; p53 reactivator: 6%; FLuc counter: -3%; CXXC DNA block: -1%; MBNL1 CUG block: inconclusive; ELG1 genotox: -3%; RORgamma inh: 15%; NPC1 promoter act: -1%

Compound activity from PubChem BioAssay.

These rows are one share of the data, so the mix of outcomes need not match the whole.
